Screens (PubChem)
PhoP GFP inhibition: PhoP regulon inhibitors, Salmonella typhi PhoP promoter GFP reporter, confirmatory (AID 1850); one-dose inhibition, % at 50 µM; IC50 in µM for titrated hits; 310,000 tested, 0.33% active; Salmonella Typhi PhoP-promoter GFP reporter, fluorescence, 4 h; higher % means a stronger effect; in the data active = a potency from the dose series; inconclusive = inhibition mostly from about 25% at the one dose, without a potency; inactive = the rest, 99 in 100 with inhibition below about 19%;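 note: 0% = induced wells with vehicle and 100% = uninduced wells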
inhibitors of VEEV: inhibitors of VEEV TC-83 cytopathic effect, confirmation, Vero cells (AID 588727) | Vero cells, VEEV TC-83 cytopathic effect inhibition; higher % means a stronger effect | inhibition, % at 20 µM; hits with a dose series show IC50 in µM | 350,000 tested, 0.13% active; in the data active = a potency from the dose series; inconclusive = inhibition mostly from about 14% at the one dose, without a potency; inactive = the rest, 99 in 100 with inhibition below about 12%; note: strong numbers were not always called active
H1N1 NS1A inhibition: H1N1 influenza NS1A inhibitors, functional cell based assay (AID 504329). NS1A functional cell-based assay, percent inhibition; higher % means a stronger effect. 340,000 tested, 0.3% active. inhibition, % at 12.5 µM, or IC50 in µM where a hit was titrated; in the data active = a potency from the dose series; inconclusive = inhibition above about 27% without an active follow-up result; note: strong numbers were not always called active
M. tuberculosis: growth inhibition of non-replicating M. tuberculosis (AID 488890); Mycobacterium tuberculosis non-replicating, growth inhibition; higher % means a stronger effect; inhibition, % at 25 µM; hits with a dose series show IC50 in µM; 320,000 tested, 0.39% active; in the data active = a potency from the dose series; inconclusive = inhibition mostly from about 82% at the one dose, without a potency; inactive = the rest, 99 in 100 with inhibition below about 76%;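 note: plate controls were DMSO cells for no effect and high antibiotic wells for full effect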
H37Rv inhibition: M. tuberculosis growth inhibition, HTS (AID 449762). M. tuberculosis H37Rv growth inhibition, 7H9 media; higher % means a stronger effect. inhibition, % at 25 µM, or IC50 in µM where a hit was titrated. 330,000 tested, 0.59% active; in the data active = a potency from the dose series; inconclusive = inhibition above about 70% without an active follow-up result;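 note: bacterial growth assessed after seven days of incubation; strong numbers were not always called active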
inhibitors of VEEV 10K pilot screen: further read-out of inhibitors of VEEV, marked with its call; inhibition, %; measured here: 10K pilot screen inhibition
Starred values were filed as active, the others as inactive; i = inactive; ? = inconclusive; nt = not tested or not shown.

SMILES | PhoP GFP inhibition | inhibitors of VEEV | H1N1 NS1A inhibition | M. tuberculosis | H37Rv inhibition | others
CCOC(=O)C(NC(C)=O)C(OC(C)=O)c1cccc(N(CCO)CCO)c1 (stereo not drawn) | -3% | 0.9% | -3% | -4% | -1%
CC(C)c1ccc(NC(=O)COc2ccc(S(=O)(=O)N3CCOCC3)cc2)cc1 | 2% | 1.5% | 3% | 3% | 4%
CCCOc1ccc(CC2CCC(=O)NC2=O)cc1 (stereo not drawn) | -9% | 0.1% | 4% | 39% | 6%
CCc1ccc([C@@H]2CC=C(C(=O)O)CN2S(=O)(=O)c2ccc(C)cc2)cc1 | 4% | 0.1% | 4% | -7% | 2%
COc1ccc(CN(Cc2ccc(C(=O)O)cc2)C(=S)Nc2ccccc2Cl)cc1OC | -7% | 0.3% | -6% | -1% | 1%
CCOC(=O)c1cc(-c2c(Cl)cccc2Cl)no1 | 0% | 1.7% | -21% | 2.2µM* | -3%
CCc1nn(CC(=O)NCCc2ccc(OC)cc2OC)c(=O)c2cc3occc3n12 | 5% | i | -4% | 23% | 7%
Cc1cc(C)c2nc(/N=C(\N)NC(=O)Nc3ccccc3)nc(C)c2c1 | -4% | 5.6% | 10% | i | ? | inhibitors of VEEV 10K pilot screen=4.4
CC1CCCCC1NC(=O)C1CCN(S(=O)(=O)c2ccc3c(c2)CCC(=O)N3)CC1 (stereo not drawn) | -1% | 0.8% | -4% | nt | -2%
COc1ccc(OC)c(-c2cc(C(=O)NC3CCCC3)c3ccccc3n2)c1 | -4% | 7.6% | -6% | 15% | -8%
COc1ccc(CNC(=O)CN(Cc2ccco2)C(=O)CNS(=O)(=O)c2ccc(C)cc2)cc1 | 1% | 1.1% | 0% | 0% | 0%
CCCCCOc1ccc(NC(=O)C2OC3OC(C)(C)OC3C3OC(C)(C)OC23)cc1 (stereo not drawn) | 1% | 1.0% | -9% | -33% | 3%
CC(=O)Nc1ccc(C(=O)CSc2nnc3scc(-c4ccccc4)n23)cc1 | -4% | 2.6% | -2% | -7% | 2%
CC(C)(C)OC(=O)N1CCC2(CC1)Oc1ccc(F)cc1C(=O)C21CC(c2ccccc2)=NO1 (stereo not drawn) | 1% | 2.5% | 13% | 23% | 17%
Cc1ccc2nc(N3CCN(C)CC3)c(C#N)cc2c1 | 1% | 2.9% | 11% | 14% | 6%
COCCNC(=O)CSc1nc2ccc(N3CCOCC3)cc2c(=O)n1Cc1ccc(OC)cc1 | -5% | 3.8% | -32% | 1% | -5%
Cc1ccc(S(=O)(=O)NC(=O)Nc2ccc(C)cc2C)cc1 | -5% | 0.8% | -5% | 11% | -7%
Cc1cccc(CNC(=O)C2CCC(=O)N(C3CC3)C2)c1 (stereo not drawn) | -8% | 1.5% | -7% | -8% | -6%
Oc1ccccc1N1CCN(c2ncnc3scc(-c4ccc(F)cc4)c23)CC1 | -10% | 11% | 9% | 19% | 4%
Cc1cccc(C(=O)O/N=C(\N)c2ccc(Cl)cc2)c1 | 2% | 1.0% | 1% | 13% | 2%
CN(Cc1ccccc1)Cc1nc2c([nH]1)c(=O)[nH]c(=O)n2C | 15% | 2.0% | -9% | -7% | 1%
Clc1ccc(C2=NCCn3nc4ccccc4c32)cc1 | -6% | 0.2% | -1% | 19% | 7% | inhibitors of VEEV 10K pilot screen=0.0
CCN(CC)CCCNC(=O)CNC(=S)N(CCCN1CCOCC1)Cc1cccs1 | 10% | 0.3% | 1% | -6% | 6%
CC(=O)N(C1CC(C)C(C#N)(C#N)C1(C#N)C#N)N(C)C (stereo not drawn) | -4% | 0.8% | 0% | -18% | -6%
CCc1nc(Nc2ccccc2)c2oc3ccccc3c2n1 | 4% | i | -13% | 31% | 54%
C/C(=N\NC(=O)c1ccc(N/N=C(\C)c2ccncc2)cc1)c1ccncc1 | -4% | 8.6% | 8% | 48% | 21%
N#C/C(=C(/O)COC(=O)CCc1ccc(S(=O)(=O)N2CCOCC2)cc1)c1nc2ccccc2[nH]1 | 2% | 9.6% | 0% | -10% | 32%
COc1ccc(-n2c(SCC(=O)NC3CC3)nc3ccccc3c2=O)cc1OC | nt | i | -5% | 0% | -7%
O=C(Nc1ccc(Cl)cc1)C1=Cc2cc(Cl)ccc2OC1 | -4% | 2.0% | 13% | 63% | 6%
O=C(Nc1ccc(Br)cc1C(=O)O)c1ccc2c(c1)C(=O)N(Cc1ccccc1)C2=O | -2% | 2.6% | 5% | 4% | -4%

Among those listed so far, two have a thiophene ring, fused or not.
SMILES | PhoP GFP inhibition | inhibitors of VEEV | H1N1 NS1A inhibition | M. tuberculosis | H37Rv inhibition | others
Oc1ccccc1N1CCN(c2ncnc3scc(-c4ccc(F)cc4)c23)CC1 | -10% | 11% | 9% | 19% | 4%
CCN(CC)CCCNC(=O)CNC(=S)N(CCCN1CCOCC1)Cc1cccs1 | 10% | 0.3% | 1% | -6% | 6%

Later entries
SMILES | PhoP GFP inhibition | inhibitors of VEEV | H1N1 NS1A inhibition | M. tuberculosis | H37Rv inhibition | others
CC(=O)NC1C(Oc2cccc(C)c2)OC2COC(c3ccco3)OC2C1O (stereo not drawn) | -4% | 0.1% | -7% | -4% | 2%
Fc1ccccc1N1CCN(c2ncnc3nc[nH]c23)CC1 | 6% | 4.6% | -9% | 14% | 6%
CCc1cccc(C)c1NC(=O)C(c1ccc(O)cc1)N1CCC1=O (stereo not drawn) | 1% | 0.6% | -15% | -12% | -12%
CC(=O)NC(=S)NNC(=O)C(c1ccccc1)c1ccccc1 | 5% | 12% | 5% | -2% | 1%
COc1ccc(NC2CCCN(C(=O)CN3C(=O)c4ccccc4C3=O)C2)cc1OC (stereo not drawn) | 6% | 2.0% | 2% | -1% | -2%
CCOC(CNC(=O)c1cccn2c(=O)c3cc(Cl)ccc3nc12)OCC | -5% | i | -9% | 26% | 5%
Cc1ccc(S(=O)(=O)N2CC=C(c3c(C)n(C)c4ccccc34)CC2)cc1 | -9% | 0.7% | 3% | 9% | -1%
Cc1c(F)cccc1NS(=O)(=O)c1ccc2c(c1)n(C)c(=O)c(=O)n2C | 12% | i | 1% | -4% | 1%
O=c1cnnc(Nc2ccccc2)[nH]1 | 3% | 0.5% | -4% | -12% | -7%
CC(C)N(C(=O)Cn1c(SCC(=O)N2CCN(c3ccccc3)CC2)nc2ccccc21)C(C)C | -1% | nt | nt | 8% | -10%
COc1ccc(-c2cc3c(nn2)-c2ccccc2C3=O)cc1 | -8% | 4.1% | -9% | 14% | 6%
CC(OC(=O)CN1C(=O)NC2(CCCC2)C1=O)C(=O)Nc1cccc(Cl)c1 (stereo not drawn) | 1% | 1.8% | -4% | -2% | -10%
Cc1cc(C)c2cc(CN(Cc3ccco3)C(=S)NCC3CCCO3)c(=O)[nH]c2c1 (stereo not drawn) | -5% | 0.2% | -3% | 30% | 3%
Nn1c(SCc2ccccc2)nnc1-c1ccco1 | nt | i | -7% | nt | -7%
NC(=O)CC(NC(=O)Cc1ccc(Br)cc1)c1ccc(NC2CCCC2)c([N+](=O)[O-])c1 (stereo not drawn) | 4% | 6.1% | 10% | -4% | -1%
CCOC(=O)C1=C(C)N(CC)C(=S)NC1c1ccc(Cl)cc1 (stereo not drawn) | 2% | 1.5% | -5% | 18% | -4%
COc1ccc(NC(=O)c2cccc(S(=O)(=O)N3CCOCC3)c2)cc1 | 10% | 4.8% | 4% | -8% | 3%
COc1ccccc1[N+](=O)[O-] | nt | i | -5% | 2% | -20%
COc1ccc(NC(=O)Cn2nc(Cc3cccnc3)c3ccccc3c2=O)cc1OC | -4% | 0.7% | -6% | -18% | -7%
COc1ccc(CNC(=O)[C@H](CCSC)NC(=O)N2CCn3c2nc2ccccc23)cc1 | 2% | 1.7% | -2% | 48% | 7%
CC(=O)c1cccc(NC(=O)Cn2c(=O)oc3cc(S(=O)(=O)N4CCCC4)ccc32)c1 | 1% | 0.7% | -12% | -2% | -4%
COc1ccc(NS(=O)(=O)c2cccc(C(=O)N/N=C/c3cccs3)c2)cc1 | 0% | 0.0% | -4% | 12% | 2%
CC(=O)c1cc(C(=O)Nc2ccc(C(=O)O)cc2)oc1C | 5% | 2.9% | 1% | -3% | 5%
c1ccc2c(c1)CC(N1CCCCC1)c1ccccc1S2 (stereo not drawn) | 16% | i | 0% | nt | 0%
CN(Cc1nc(-c2ccccn2)no1)S(=O)(=O)c1ccc(Cl)cc1 | 8% | i | -2% | -7% | -4% | inhibitors of VEEV 10K pilot screen=0.5
CC(=O)N(c1cccc(C)c1)C1SC(=O)N(c2ccccc2)C1=O (stereo not drawn) | 22% | 1.4% | -2% | -15% | -9%
CC(OC(=O)c1ccc(O)cc1)C(=O)Nc1cc(C(F)(F)F)ccc1Cl (stereo not drawn) | -3% | i | -3% | 11% | -3%
C/C(=N\Nc1ccc(S(=O)(=O)N2CCCCC2)cn1)c1cccc(Br)c1 | nt | 5.9% | 4% | 33% | 33µM*
CC(=O)c1cccc(N(CC(=O)NCCc2ccccc2)C(=O)c2csnn2)c1 | 4% | i | -8% | -21% | -1%
CCc1cc2c(SCC(=O)c3ccc(C)cc3)ncnc2s1 | 3% | 1.6% | 3% | 51% | 0% | inhibitors of VEEV 10K pilot screen=2.4

The closing 3 compounds of the part above are carried over, then new ones follow.
SMILES | PhoP GFP inhibition | inhibitors of VEEV | H1N1 NS1A inhibition | M. tuberculosis | H37Rv inhibition | others
C/C(=N\Nc1ccc(S(=O)(=O)N2CCCCC2)cn1)c1cccc(Br)c1 | nt | 5.9% | 4% | 33% | 33µM*
CC(=O)c1cccc(N(CC(=O)NCCc2ccccc2)C(=O)c2csnn2)c1 | 4% | i | -8% | -21% | -1%
CCc1cc2c(SCC(=O)c3ccc(C)cc3)ncnc2s1 | 3% | 1.6% | 3% | 51% | 0% | inhibitors of VEEV 10K pilot screen=2.4
CCOC(=O)N1CCN(C(=O)CN(c2cccc(C)c2)S(=O)(=O)c2ccc(C)cc2)CC1 | 4% | 0.4% | 8% | 6% | 1%
COc1ccc(/C=C2\SC(=S)N(CCC(=O)Nc3cccc(O)c3)C2=O)cc1 | nt | i | 2% | nt | nt
CCOCCCNC(=O)CCSc1ccc(C)cc1 | 6% | 1.7% | -4% | 42% | 8%
CCc1ccc(NC(=O)COc2ccc(F)cc2C(=O)c2cnn(-c3ccccc3)c2)cc1 | -7% | 7.6% | -5% | 3% | -3%
O=C(O)Cc1ccc(NC(=O)c2cccs2)cc1 | 0% | i | -6% | 8% | -11%

Quoted at random: 4 compounds from above.
SMILES | PhoP GFP inhibition | inhibitors of VEEV | H1N1 NS1A inhibition | M. tuberculosis | H37Rv inhibition | others
COc1ccc(/C=C2\SC(=S)N(CCC(=O)Nc3cccc(O)c3)C2=O)cc1 | nt | i | 2% | nt | nt
CCc1ccc(NC(=O)COc2ccc(F)cc2C(=O)c2cnn(-c3ccccc3)c2)cc1 | -7% | 7.6% | -5% | 3% | -3%
O=C(O)Cc1ccc(NC(=O)c2cccs2)cc1 | 0% | i | -6% | 8% | -11%
CCOCCCNC(=O)CCSc1ccc(C)cc1 | 6% | 1.7% | -4% | 42% | 8%

Hits appear at their usual frequency. Share with any hit: about 1.4%.
